# Screening data deposited in PubChem by National Center for Advancing Translational Sciences (NCATS).
# GLP-1R agonist = activates the human GLP-1 receptor; 380,000 compounds, 0.007% hits; HEK293 GLP-1R CRE-luciferase, luminescence, 4-6 h; cells express a hypersensitive GLP-1R form; P43220; Potency, µM (top dose mostly 45.6 µM), without a hit: at the highest dose activation, usual class: activators; also: potency is read from the fitted curve at half-maximal effect; % of control where 0% means no effect
# Abeta rescue = restores growth of yeast expressing A-beta42 peptide; 410,000 compounds, 0.063% hits; AID 1347071; yeast expressing A-beta42, growth rescue, OD600, 48 h; response scale: 0% DMSO, 100% iron-clioquinol control; Potency, µM (highest dose often 46.1 µM), without a hit: top-dose growth rescue, actives largely listed as activators; also: potency is read from the fitted curve at half-maximal effect; nearly all actives have a fitted effect of over 55% in size
#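 Yeast A-beta toxicity model in growth medium with pinned compounds, 48 h at 30 C; growth read as absorbance at 600 nm. Normalized to FeCl3/clioquinol equimolar mix (positive) and DMSO (negative).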
# Akt phos inh = Akt phosphorylation inhibition. Neuro2A IGF-stimulated pAkt S473 HTRF, 20 min; active compounds read low. activity change, % for hits at 50 µM. 360,000 compounds, 0.32% hits; in the data active = activity change below about -80%; inconclusive = mostly about -51% to -80%; also: % is scaled to controls: 0 for no effect and ±100 for the full control effect
#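 Neuro2A cells in DMEM with 0.5% FBS, overnight at 37 deg C, given compound at single 50 µM final, then IGF (6 nM final) for 20 min at 37 deg C. Lysed; phospho-Akt Ser473 by HTRF after 24 h, 665/615 ratio.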
# FUS suppressor = rescues growth of FUS-expressing yeast | S. cerevisiae FUS-expressing, growth rescue, OD600, 24 h | Potency, µM (series often up to 76.6 µM), without a hit: at the top dose growth rescue (activation), actives largely listed as activators | 390,000 compounds, 0.24% hits | AID 1347120;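 also: potency is read from the fitted curve at half-maximal effect; plate controls were DMSO vehicle for no effect and reference control for full effect; nearly all actives have a fitted effect of over 55% in size; some results filed as inactive show a strong effect at the top dose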
#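 FUS-expressing yeast, raffinose-pregrown, induced in 2% galactose minimal medium at OD 0.005; compounds in a dilution series, 24hr at 30C. Growth restoration read as absorbance at 600 nm. CP55940 positive control, DMSO negative.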
# GLP1R inv ag = GLP-1 receptor (human) inverse agonism | P43220 | HEK293 GLP-1R CRE-luciferase, luminescence, 24 h; GLP-1R form is constitutively active | Potency, µM (highest dose often 38.3 µM), for inactives: at the highest dose activity change, negative = inhibition, hits mostly inhibitors | 410,000 compounds, 1.6% hits | AID 624417; also: potency is read from the fitted curve at half-maximal effect; % is scaled to controls: 0 for no effect and ±100 for the full control effect; nearly all actives have a fitted effect of over 55% in size
#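 Constitutively active GLP-1R drives a cAMP-responsive luciferase in stably transfected HEK293 cells; test compounds are added after overnight (12 h) attachment and left 24 hr, and signal loss in luminescence marks inhibition.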
# PTHR1 agonist = activates the human parathyroid hormone receptor PTHR1; 410,000 compounds, 0.075% hits; HEK293 GP2 PTHR1 cells, GloSensor cAMP luminescence, 1 h; AID 743266; Potency, µM (doses to about 115 µM), inactives show at the top dose activation, most hits filed as activators; also: potency is read from the fitted curve at half-maximal effect; nearly all actives have a fitted effect of over 55% in size; some results filed as inactive show a strong effect at the top dose; inactives centre near -15; many of its hits are not listed in these tables
# Target sequence (Q03431 whole entry, looked up): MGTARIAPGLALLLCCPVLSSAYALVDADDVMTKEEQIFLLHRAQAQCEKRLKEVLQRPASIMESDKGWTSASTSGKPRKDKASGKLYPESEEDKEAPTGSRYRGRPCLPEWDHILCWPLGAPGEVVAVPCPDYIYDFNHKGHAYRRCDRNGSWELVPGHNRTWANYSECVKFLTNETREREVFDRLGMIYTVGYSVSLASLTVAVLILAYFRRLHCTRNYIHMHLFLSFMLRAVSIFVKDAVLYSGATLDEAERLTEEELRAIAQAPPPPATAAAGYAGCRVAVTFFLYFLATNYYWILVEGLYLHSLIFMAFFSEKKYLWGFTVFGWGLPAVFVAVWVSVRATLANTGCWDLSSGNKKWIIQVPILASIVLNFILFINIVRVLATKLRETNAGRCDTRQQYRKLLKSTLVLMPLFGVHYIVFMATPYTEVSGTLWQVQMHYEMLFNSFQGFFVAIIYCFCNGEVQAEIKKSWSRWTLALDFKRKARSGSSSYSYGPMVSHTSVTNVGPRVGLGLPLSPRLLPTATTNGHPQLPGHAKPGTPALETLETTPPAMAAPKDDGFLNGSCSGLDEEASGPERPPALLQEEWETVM
#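 HEK-293-derived GP2 cells expressing PTHR1 and a GloSensor cAMP reporter, 3,000/well, plated overnight, given luciferin plus IBMX (each 0.5 mM as added) for 1 h at 37 °C, then compound for 1 h at 37 °C. Luminescence was read after 15 min at room temperature.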
# aSyn rescue = rescues yeast growth from alpha-synuclein toxicity. 370,000 compounds, 0.14% hits. Yeast expressing alpha-synuclein, growth rescue, BacTiter-Glo, 24 h. AID 652106. Potency, µM (series often up to 46.1 µM), without a hit: at the highest dose growth rescue (activation), most hits filed as activators; also: potency is read from the fitted curve at half-maximal effect; % of control where 0% means no effect; nearly all actives have a fitted effect of over 65% in size
#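 Screening used galactose-induced yeast with toxic alpha-synuclein levels, exposed to compound for 24 hr at 30 deg C. Cell growth, read with BacTiter-Glo luminescence, gave the measured signal.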
# DRD3 antagonist = antagonists of human D3 dopamine receptor; AID 652054; P35462; max response, negative = inhibition, %; D3R cells, DiscoveRx beta-arrestin luminescence, antagonist mode; active compounds read low; 360,000 compounds, 2.5% hits; in the data active = max response below about -50%; inconclusive = no clear call, values can overlap the other calls; also: % is scaled to controls: 0 for no effect and ±100 for the full control effect; mostly tested at two doses, the higher about 12 µM
# Target sequence (P35462 whole entry, looked up): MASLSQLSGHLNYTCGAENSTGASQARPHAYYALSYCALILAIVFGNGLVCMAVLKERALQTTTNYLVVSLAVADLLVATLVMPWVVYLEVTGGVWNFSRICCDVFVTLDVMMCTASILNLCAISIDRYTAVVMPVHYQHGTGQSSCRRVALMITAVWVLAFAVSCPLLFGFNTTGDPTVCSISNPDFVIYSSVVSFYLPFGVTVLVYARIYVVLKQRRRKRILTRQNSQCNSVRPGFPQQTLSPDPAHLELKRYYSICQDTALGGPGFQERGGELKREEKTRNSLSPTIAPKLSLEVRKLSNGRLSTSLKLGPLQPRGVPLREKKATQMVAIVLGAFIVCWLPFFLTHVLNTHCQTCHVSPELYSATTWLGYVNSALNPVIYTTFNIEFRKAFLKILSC
#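 Cells expressing the human receptor were seeded at 1500 cells/well, incubated overnight at 37 degrees C in 5% CO2, then exposed to library compounds with dopamine controls for 90 minutes at 37 degrees C before luminescent detection.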
# TDP-43 yeast inh = rescues yeast growth from TDP-43 toxicity. TDP-43 expressing yeast growth rescue, BacTiter-Glo, 24 h. 410,000 compounds, 1.8% hits. Potency, µM (highest dose often 46.1 µM), without a hit: at the top dose growth rescue (activation), hits mostly activators; also: potency is read from the fitted curve at half-maximal effect; % of control where 0% means no effect; nearly all actives have a fitted effect of over 50% in size
#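 In this qHTS, compounds that restore growth of yeast expressing TDP-43 appear as activators. Cells (OD600=0.02, galactose medium, raffinose-pregrown) are incubated with compound 24 hr at 30 deg C and growth is quantified by BacTiter-Glo.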
# An asterisk follows results filed as active; i = inactive; u = inconclusive; x = no result given; [ ] = remark or other dose. Unless noted, calls follow the shape of the dose curve; as a rule, active = well fitted curve in the direction sought with a large enough effect; inconclusive = small, poorly fitted or top-dose-only effect, or another doubt; inactive = no such curve, though single readings can be large; an effect the other way counts as inactive or inconclusive. These rows are one share of the data. The share of hits here may be higher or lower than overall.
molecule,GLP-1R agonist,Abeta rescue,Akt phos inh,FUS suppressor,GLP1R inv ag,PTHR1 agonist,aSyn rescue,DRD3 antagonist,TDP-43 yeast inh
CCOC(=O)C1=C(N)Oc2ccc3ccccc3c2C1c1ccc(O)cc1 (stereo unspecified),-1%,-75%[inhibitor],i,6%,u,-21%,14%,13,13%
CON(C)S(=O)(=O)c1cccc(C(=O)Oc2ccc(N(C)S(=O)(=O)c3ccccc3)cc2)c1,0%,6%,i,14%,9%,-2%,0%,-1,-4%
S=c1[nH]nc(-c2ccncc2)n1CC1CCCO1 (stereo unspecified),-3%,-16%,i,9%,7%,i,-3%,-27,-15%
COc1ccc(/C=C2\C(=N)N3N=C(CC(=O)N4CCCCC4)SC3=NC2=O)cc1,-5%,6%,i,24%,9%,i,1%,-11,-6%
Cc1nn(-c2ccccc2)c(Cl)c1/C=N/NC(N)=O,u,-2%,i,-5%,95%[activator],-7%,7%,-5,17%
COC(=O)c1ccc2nc(-c3ccc(C)cc3)c(Cc3ccccc3OC)n2c1,-3%,-11%,i,26%,14%,-18%,-5%,0,-8%
Cc1cccc(NC(=O)CN2NS(=O)(=O)c3ccccc3C2=O)c1,-1%,-14%,i,8%,0%,i,u,13,-21%
CCCn1c(SCC(=O)NCCc2ccccc2)nnc1C(C)C,4%,-7%,i,4%,27%,i,-3%,1,4%
Oc1ccccc1CNCCCNCc1ccccc1O,-3%,8%,i,9%,8.9µM*,-3%,7%,u,-1%
Cc1cc(NS(=O)(=O)c2ccc(NC(=O)Nc3ccccc3)cc2)no1,0%,-7%,i,12%,0%,-8%,-3%,-15,13%
NC(=O)c1ccccc1NC(=O)CCN1C(=O)c2ccccc2C1=O,-12%,-8%,i,-6%,34%[activator],i,-1%,-7,-7%
CCCCn1c(Nc2ccccc2)nc2ccccc21,6%,16%,i,12%,-2%,i,-1%,21,0%
CCC(C)c1ccc(NC(=O)COC(=O)C2=COCCO2)cc1 (stereo unspecified),-2%,u,i,12%,-21%,i,7%,29,21%
COC(=O)CCS(=O)(=O)c1ccc(Cl)cc1,-6%,8%,i,-21%,9%,i,-10%,10,-14%
CCN(CCCNC(=O)CCNC(=O)Cn1cnc2ccccc2c1=O)c1cccc(C)c1,-3%,10%,i,3%,-19%,i,-1%,-30,-8%

# Next section (two carried over from the part before).
molecule,GLP-1R agonist,Abeta rescue,Akt phos inh,FUS suppressor,GLP1R inv ag,PTHR1 agonist,aSyn rescue,DRD3 antagonist,TDP-43 yeast inh
COC(=O)CCS(=O)(=O)c1ccc(Cl)cc1,-6%,8%,i,-21%,9%,i,-10%,10,-14%
CCN(CCCNC(=O)CCNC(=O)Cn1cnc2ccccc2c1=O)c1cccc(C)c1,-3%,10%,i,3%,-19%,i,-1%,-30,-8%
Cc1cc(C)n(-c2ccc(C(=O)OCC(=O)NCc3ccc(Cl)cc3)cc2)n1,3%,6%,i,42%,11%,-3%,-4%,4,19%
COc1cccc(/C=N/NC(=O)CCNc2n[nH]c(=O)[nH]c2=O)c1OC,8%,-10%,i,16%,2%,-12%,-13%,9,-10%
COc1ccccc1/C=C/C(=O)NC(=S)NC(C)C,21%,6%,i,4%,u,-57%,-10%,-9,22%
COc1cccc(C(C)(O)c2nc(-c3ccccc3OC)cs2)c1 (stereo unspecified),11%,6%,i,17%,-25%,-47%[inhibitor],4%,20,u
CN1C(=O)CC2(CC(=O)N(Cc3ccccc3)C2)C1=O (stereo unspecified),-10%,10%,i,12%,0%,i,1%,4,-1%
CC(=O)Nc1nnc(SCC(=O)c2ccc3c(c2)Cc2ccccc2-3)s1,-8%,7%,i,-17%,-6%,i,14%,2,8%
Cc1ccc(NC(=O)Cn2c(=O)n(Cc3ccc(C(=O)NCc4ccc5c(c4)OCO5)cc3)c(=O)c3ccccc32)cc1,1%,-3%,x,-10%,14%,-4%,x,x,6%
O=C(N/C(=C/c1cccnc1)C(=O)N1CCOCC1)c1ccccc1F,0%,-8%,i,1%,19%,-4%,-6%,-22,-19%
Cc1ccccc1C(=O)NNc1ccc([N+](=O)[O-])cc1,-2%,21%,i,15%,2%,-42%[inhibitor][57.5 µM],3%,-15,-1%
Cc1ccc(Cl)cc1N1CCN(Cc2nc3c(c(=O)[nH]c(=O)n3C)n2Cc2ccccc2F)CC1,8%,-15%,i,-5%,-2%,-68%[inhibitor],-1%,25,11µM*
Cc1cc(NC(=O)CSc2nccn2C)no1,2%,-11%,i,27%,24%,u,0%,-10,0%[0.397 µM]
COC(=O)COc1ccc(S(=O)(=O)NCc2ccco2)cc1,1%,12%,i,4%,-1%,12%[57.5 µM],2%,4,3%
CCO/N=C(\N)c1[nH]ncc1Br,-6%,-6%,i,-8%,1%,i,-6%,-11,2%
CC(=O)NC(CC(=O)OCC(=O)c1c(N)n(C)c(=O)n(C)c1=O)c1ccccc1 (stereo unspecified),1%,-10%,i,9%,-12%[7.66 µM],i,1%,-6,8%[9.22 µM]
CC[C@H](C)[C@H](NC(N)=O)C(=O)NNC(=O)c1ccc(COc2cccc3cccnc23)cc1,5%,-5%,i,51%,31%[activator],-7%,-1%,3,-15%

# Some of these compounds in order of length of the SMILES, ascending.
molecule,GLP-1R agonist,Abeta rescue,Akt phos inh,FUS suppressor,GLP1R inv ag,PTHR1 agonist,aSyn rescue,DRD3 antagonist,TDP-43 yeast inh
COC(=O)CCS(=O)(=O)c1ccc(Cl)cc1,-6%,8%,i,-21%,9%,i,-10%,10,-14%
Cc1cc(C)n(-c2ccc(C(=O)OCC(=O)NCc3ccc(Cl)cc3)cc2)n1,3%,6%,i,42%,11%,-3%,-4%,4,19%
CC(=O)NC(CC(=O)OCC(=O)c1c(N)n(C)c(=O)n(C)c1=O)c1ccccc1 (stereo unspecified),1%,-10%,i,9%,-12%[7.66 µM],i,1%,-6,8%[9.22 µM]

# Next records follow.
molecule,GLP-1R agonist,Abeta rescue,Akt phos inh,FUS suppressor,GLP1R inv ag,PTHR1 agonist,aSyn rescue,DRD3 antagonist,TDP-43 yeast inh
COc1ccc(NC(=O)C(=O)NCC(c2ccco2)N2CCc3ccccc3C2)cc1OC (stereo unspecified),3%,-5%,i,21%,u,-41%[inhibitor],1%,-12,10%
O=[N+]([O-])c1ccc(Nc2c3ccccc3nc3ccccc23)cc1,21%,-24%,i,8%,-25%[7.66 µM],-1%,-12%,3,-18%[9.22 µM]
O=C(CCc1nc2ccccc2[nH]1)Nc1ccccc1,-2%,0%,i,-3%,5%,i,-10%,-4,-4%
O=C(O)C[C@]1(C(=O)Nc2ccc(F)cc2)CC(/C=C/c2ccccc2)=NO1,0%,-4%,i,11%,5%,-20%,1%,-5,-10%
Cc1ccc(C)c(C(=O)COC(=O)c2ccc(C)c(S(=O)(=O)N3CCOCC3)c2)c1,1%,-4%,i,21%,u,-68%[inhibitor],3%,7,23%
COc1ccccc1C(=O)Nc1ccccc1OCc1cc(=O)n2c(C)csc2n1,-1%,1%,x,-40%,6%,-7%,x,x,23%
COc1ccc(S(=O)(=O)N(CC(=O)NCCSc2ccccc2)c2ccc(C)cc2)cc1,x,0%,x,6%,u,-20%,x,x,14%
Cc1ccc(N2C(=O)CN(Cc3sccc3C)C2=S)cc1C,-12%,-11%,i,x,u,-37%,-4%,12,15%
Cc1cccc(NC(=O)CN2C(=O)CC(c3ccccc3)Sc3ccccc32)c1 (stereo unspecified),-9%,-13%,x,5%,4%,i,3%,x,-5%
CN(C)C(=S)N=Nc1[nH]c2ccccc2c1O,0%,-14%,i,-19%,u,-10%,-9%,-29,-7%
Cc1ccc(C)c(S(=O)(=O)NNC(=O)c2sc(NS(=O)(=O)c3ccccc3)nc2C)c1,-2%,x,i,17%,19%,-12%,-5%,3,8%
Oc1ccc(Br)cc1CNc1ccccn1,21%,10%,i,-8%,u,-23%,7%,2,0%
CC(C)Cn1c2c(c(=O)[nH]c1=O)C(NS(=O)(=O)c1ccc(Cl)cc1)(C(F)(F)F)C(=O)N2 (stereo unspecified),-1%,-1%,i,18%,12%,i,-2%,-10,-22%
C[C@@H]1CN([C@@H](C)CO)C(=O)CCCn2nncc2CO[C@@H]1CN(C)C(=O)c1ccccc1,-7%,5%,i,-6%,0%,-24%,9%,1,0%
COc1ccc(N(CC(=O)N2CCN(c3cccc(OC)c3)CC2)S(=O)(=O)c2c(C)noc2C)cc1,-5%,18%,x,u,u,-11%,x,x,29%

# New compounds follow:
molecule,GLP-1R agonist,Abeta rescue,Akt phos inh,FUS suppressor,GLP1R inv ag,PTHR1 agonist,aSyn rescue,DRD3 antagonist,TDP-43 yeast inh
CNc1nc2sc3c(c2c(=O)n1C)CC(C)(C)SC3,u,13%,x,-7%,4%,-15%[57.5 µM],4%,-24,13µM*
COC(=O)c1cc(Cl)c(N)cc1OC,0%,-9%,i,-1%,0%,i,-19%,-11,-30%
CC(C)[C@@H](N)C(=O)NC[C@H]1O[C@@H](n2cnc3c(N)ncnc32)[C@H](O)[C@@H]1O,-1%,-3%,i,-8%,6%,i,-7%,-2,14%
Cc1c(NC(=O)CSC(=S)N2CCCC2)c(=O)n(-c2ccccc2)n1C,9%,-2%,i,6%,1%,-9%,-5%,-16,-6%
CC(C)C(C(=O)Nc1ccc(S(N)(=O)=O)cc1)N1C(=O)c2ccccc2C1=O (stereo unspecified),0%,-9%,i,-10%,5%,i,-12%,14,10%
COc1ccc(C(=O)NC(=S)Nc2ccc(N3CCN(C(C)=O)CC3)cc2)cc1[N+](=O)[O-],7%,1%,i,30%,50%[activator],-24%,-5%,-9,9%
